# Source: PubChem (National Center for Advancing Translational Sciences (NCATS))
# Pf growth 96h: inhibits malaria parasite growth, 96 h | Potency, µM (highest dose often 28.7 µM), without a hit: at the highest dose activity change, negative = inhibition, most hits filed as inhibitors | AID 504834 | P. falciparum luciferase reporter growth, 96 h | 320,000 tested, 6.9% active; further: potency means the concentration at half of the fitted maximal effect; on the % scale 0 is the no-effect control and ±100 the full control effect
#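 Delayed-death screen, second-generation endpoint: infected erythrocytes, 2% hematocrit, 0.05% parasitemia final; 96 hours at 37 C, 5% CO2; luciferase detection reagent; luminescence decrease equals reduced growth.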
# Shiga inhibitor: Shiga toxin inhibition; AID 2315; 290,000 tested, 9.2% active; inhibition, % at 38.7 µM; Vero cells, Shiga toxin protein synthesis inhibition reporter; in the data active means inhibition mostly above about 28%, no sharp cut-off; inactive means mostly below about 43%; further: 0% is about no effect
# AMA1 RON2 block: disrupts binding of P. falciparum AMA1 to RON2 | AlphaScreen AMA1-biotinylated RON2 peptide binding | Potency, µM (top dose mostly 58.2 µM), inactives show at the highest dose activity change, negative = inhibition, hits mostly inhibitors | 360,000 tested, 0.2% active | AID 720542;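 further: potency means the concentration at half of the fitted maximal effect; 0% = vehicle wells and -100% = peptide control; nearly all actives have a fitted effect of over 45% in size; some results filed as inactive show a strong effect at the top dose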
#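 AMA1 (3D7) with his tag at 25 nM final met compounds first, then biotinylated RON2 peptide at 25 nM; detection used donor plus acceptor beads, 10 µg/mL apiece, read by AlphaScreen after 30 min at room temperature.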
# TbPYK inhibitor: inhibitors of Trypanosoma brucei pyruvate kinase; TbPYK enzyme, Kinase-Glo Plus ATP luminescence, 45 min; 410,000 tested, 0.12% active; AID 624173; Q57TT1; Potency, µM (series often up to 76.8 µM), without a hit: at the highest dose activity, negative = inhibition, usual class: inhibitors; further: potency means the concentration at half of the fitted maximal effect; on the % scale 0 is the no-effect control and ±100 the full control effect; nearly all actives have a fitted effect of over 50% in size
#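 Quantitative HTS: titrated library compounds versus trypanosomal pyruvate kinase in TEA buffer (pH 7.2) containing KCl, MgCl2, BSA and Tween-20. Reactions were initiated with ADP, 130 uM final. Kinase-Glo Plus luminescence was read after 45 min at RT.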
# Pf growth 48h: P. falciparum growth inhibition at 48 hours (one generation); 310,000 tested, 5.9% active; Potency, µM (top dose mostly 28.7 µM), inactives show at the highest dose activity change, negative = inhibition, actives largely listed as inhibitors; P. falciparum luciferase growth in erythrocytes, 48 h; AID 504832; further: potency means the concentration at half of the fitted maximal effect; on the % scale 0 is the no-effect control and ±100 the full control effect
#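 In quantitative HTS format, infected erythrocytes bearing luciferase-reporter parasites were treated for a single generation at 37 C. Luminescence after adding detection reagent served as the growth measure.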
# CHX counter: counter-screen for Shiga toxin inhibitors: cycloheximide protein synthesis inhibition. cell reporter, cycloheximide protein synthesis inhibition counterscreen. max response, %. 300,000 tested, 12% active. AID 2314; in the data active means max response mostly above about 13%, no sharp cut-off; inactive means mostly below about 14%; further: read at 38.3 µM for the half of the compounds with a filed dose; 0% is about no effect
# LmPK inhibitor: inhibitors of Leishmania mexicana pyruvate kinase; Q27686; purified LmPK, Kinase-Glo ATP luminescence, 1 h; Potency, µM (doses to about 57.5 µM), for inactives: top-dose activity change, negative = inhibition, hits mostly inhibitors; 290,000 tested, 0.37% active; AID 1721; further: potency means the concentration at half of the fitted maximal effect; on the % scale 0 is the no-effect control and ±100 the full control effect
# Target sequence (Q27686 whole entry, looked up): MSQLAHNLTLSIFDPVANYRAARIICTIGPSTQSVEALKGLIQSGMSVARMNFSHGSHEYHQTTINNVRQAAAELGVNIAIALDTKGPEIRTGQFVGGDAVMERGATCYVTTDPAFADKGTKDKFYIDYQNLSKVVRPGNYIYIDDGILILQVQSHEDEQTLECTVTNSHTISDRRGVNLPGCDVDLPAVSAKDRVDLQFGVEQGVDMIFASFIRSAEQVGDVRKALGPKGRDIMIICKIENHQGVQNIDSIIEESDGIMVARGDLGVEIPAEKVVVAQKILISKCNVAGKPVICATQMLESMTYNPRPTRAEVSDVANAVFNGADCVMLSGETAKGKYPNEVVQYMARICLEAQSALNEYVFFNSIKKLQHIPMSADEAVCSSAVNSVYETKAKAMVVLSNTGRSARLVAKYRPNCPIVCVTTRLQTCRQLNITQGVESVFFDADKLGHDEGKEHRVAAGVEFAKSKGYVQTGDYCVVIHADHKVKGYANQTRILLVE
#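 Screened at intermediate enzyme activity to detect both inhibitors and activators: LmPK at 0.1 nM, with a 0.5 nM enzyme column as activation reference. PEP 0.5 mM, ADP 0.1 mM; ATP detected by luminescence after 1 h.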
# The depositor's hits bear a star; i = inactive; ? = inconclusive; . = no result given; + = active, no number; & = joins results of further samples; [ ] = another dose, or the depositor's remark. Unless noted, the call rests on the fitted dose curve; in most records, active means well fitted curve in the direction sought with a large enough effect; inconclusive means small, poorly fitted or top-dose-only effect, or another doubt; inactive means no such curve, though single readings can be large; an effect the other way counts as inactive or inconclusive.
SMILES,Pf growth 96h,Shiga inhibitor,AMA1 RON2 block,TbPYK inhibitor,Pf growth 48h,CHX counter,LmPK inhibitor
NS(=O)(=O)c1ccc(-c2ccc(/C=N/NC(=O)c3ccc([N+](=O)[O-])cc3)o2)cc1,54%,-7,8%,2%,53%[activator],-3,3%
NNC(=O)c1cc(C2CC2)nc2ccc(Br)cc12,-13%,-3,34%[activator],-6%,-2%,-3,0%
COc1ccc(C2C3=C(NCCN=C3c3ccccc3)C(=O)N2c2ccccc2)c(OC)c1 (centres undefined),9%,-7,17%,-1%,?,13,9%[11.5 µM]
Cc1cc(Br)c(OCc2ccc(C(=O)N/N=C/c3ccc[nH]3)cc2)c(Br)c1,10µM*,.,61%[activator],6%,2.6µM*,.,.
COC(=O)C1Cc2c([nH]c3ccccc23)C(C)N1 (centres undefined),?,-4,-3%,-9%,19%,1,2%
O=S(=O)(c1cccs1)N1CN(C2CCCC2)c2nc3ccccc3nc21,?,26,-2%,-8%,?,9,1%
Cc1ccc(CN2CCSc3ccc(C(=O)N4CCN(c5ncccn5)CC4)cc32)cc1,?,-20,-12%,-1%,?,-4,0%
Cc1ccc(CN2CC(C(=O)Nc3ccc(F)c([N+](=O)[O-])c3)CC2=O)cc1 (centres undefined),-1%,-9,-3%,1%,-22%,5,6%
COc1ccc(-n2ccnc2SCC(=O)Nc2ccc(OC)cc2OC)cc1,33%[activator],-16,-17%,-1%,4%,-5,2%
CS(=O)(=O)N(Cc1ccccc1)c1ccc(C(=O)NN=C2CCCCCC2)cc1,19%,0,26%,-8%,?,0,2%
S=C(N/N=C1\C2CN3CCN(C2)CC1(c1ccccc1)C3)Nc1ccccc1,0%,-4,30%[activator],-20%,?,1,-2%
COc1ccc(CC(=O)Nc2nc(C)cs2)cc1,?,29,5%,3%,37%[activator],20*,1%
Cc1nc(C)c(C(=O)N/N=C/c2ccco2)s1,10%,-4,-1%,4%,54%[activator],10,3%
Cc1ccc(C2N(c3nccs3)C(=O)C3CCCN32)cc1 (centres undefined),27%,-5,33%[activator],0%,64%[activator],0,-4%
C/C(=N\N1CCN(c2ccccc2)CC1)c1ccco1,-3%,+,?,7%,20%,28*,1%
Cc1ccc(NC(=O)C[n+]2cc(-c3ccccc3)n3c2CCC3)c(C)c1,5.2µM*,-12,-2%,-2%,?,-1,2%
Cc1ccc(Cc2c(C)[nH]c(=S)[nH]c2=O)cc1,3%,-17,48%[activator],-10%,-9%,0,0%
Cc1cccc(NC(=S)NN2CCN(C)CC2)c1,.,39,-2%,-1%,17%,7,15%
N[C@@H](CO)c1nnc([C@H](CCC(=O)O)NC(=O)C2CCNCC2)o1,83%,-11,147%[activator],2%,67%[activator],6,-2%
N#Cc1c(NC(=O)CSc2ncnc3sccc23)oc(-c2ccco2)c1-c1ccco1,2.3µM*,-19,5%,-4%,.,-3,27%
O=C(COC(=O)c1ccco1)Nc1nc2ccc([N+](=O)[O-])cc2s1,6%,2,-9%,1%,22%,19,3%
Cc1ccccc1CN1C(=O)c2ccccc2Sc2ccc(C(=O)NCCCN3CCOCC3)cc21,31%[activator],-7,-9%,0%&2%,?,-4,-4%
Cc1ccc(S(=O)(=O)c2nc(-c3ccco3)oc2SCC(N)=O)cc1,?,11,-11%,-2%,1%,-3,6%
COc1ccc(CCNC(=O)c2cc(S(=O)(=O)N3CCOCC3)cn2C)cc1OC,7.4µM*,-6,0%,6%,17%,1,-3%
CCCCN1C(=O)/C(=C(/C#N)C(=O)N2CCCC2)c2ccccc21,87%[activator],-1,-2%,0%,-4%,3,0%
COCCn1c(SCC(=O)NNC(=O)c2ccccc2)nc2ccccc2c1=O,?,-12,-8%[11.6 µM],-5%,-14%,2,-9%
CC(CCc1ccccc1)NC(=O)CNC(=O)N1CC(=O)Nc2ccccc21 (centres undefined),51%[activator],2,0%,-4%,3%,-2,1%
N#C/C(=C\c1ccc(F)c(F)c1)C(=O)NC1CCCCC1,19%,-13,-5%,-13%,2%,-1,6%
COC(=O)c1cc(Cl)c(NC(=O)c2cc(OC)c(OC)c(OC)c2)cc1OC,11%,-5,10%,4%,18%,-3,1%
COc1cc(Cl)c(C)cc1NC(=O)CSc1nnc(CCC(=O)O)c(=O)[nH]1,111%[activator],7,-17%,2%,12%,-2,3%

# Gathered by group: the compounds so far containing an NH in an aromatic ring (4)
SMILES,Pf growth 96h,Shiga inhibitor,AMA1 RON2 block,TbPYK inhibitor,Pf growth 48h,CHX counter,LmPK inhibitor
Cc1cc(Br)c(OCc2ccc(C(=O)N/N=C/c3ccc[nH]3)cc2)c(Br)c1,10µM*,.,61%[activator],6%,2.6µM*,.,.
COC(=O)C1Cc2c([nH]c3ccccc23)C(C)N1 (centres undefined),?,-4,-3%,-9%,19%,1,2%
Cc1ccc(Cc2c(C)[nH]c(=S)[nH]c2=O)cc1,3%,-17,48%[activator],-10%,-9%,0,0%
COc1cc(Cl)c(C)cc1NC(=O)CSc1nnc(CCC(=O)O)c(=O)[nH]1,111%[activator],7,-17%,2%,12%,-2,3%

# (more compounds)
SMILES,Pf growth 96h,Shiga inhibitor,AMA1 RON2 block,TbPYK inhibitor,Pf growth 48h,CHX counter,LmPK inhibitor
CN1C(=S)SC(C)(C)C1NO (centres undefined),.,-19,-16%,-29%,8%,7,5%
O=C(CP(=O)(c1ccccc1)c1ccccc1)Nn1cnnc1,26%,99*,12%,-7%,-21%,49*,-6%
COc1ccnc(N2CCN(c3cccc(C(F)(F)F)c3)CC2)c1C#N,49%[activator],25,9%,0%,16%,-1,0%
CCN(CC)c1ccc(S(=O)(=O)N2CCOCC2)cc1NC(=O)CN1CCN(Cc2ccccc2)CC1,10µM*,-9,-24%,5%,?,-4,-1%
CCOc1ccc(N(C(C)C(=O)NN=C2CCCCCCC2)S(C)(=O)=O)cc1 (centres undefined),-3%,-8,46%[activator],13%,7%,-5,3%
Cc1cccc(/C=C2\Sc3ccc(C(=O)N4CCCCC4)cc3N(C)C2=O)c1,12%,20,-14%,2%,?,-4,6%
CC(C)c1ccc(CN2CCN(C(=O)CSc3nnnn3C3CC3)CC2)cc1,12µM*,.,-1%,1%,7.4µM*,.,.
CC1(C)NC(=O)N(CCCSc2ccc(Cl)cc2)C1=O,36%[activator],15,-3%,-2%,-14%,12,1%
CN1CCc2cc3c(c4c2C1CC41CCC(=NO)CC1)OCO3 (centres undefined),0%,-26,6%,-9%,-18%,3,5%
Cc1cc(Br)c(NC(=O)C(C)Sc2nnnn2C)c(Br)c1 (centres undefined),4%,.,-3%[11.6 µM],-1%,9%,.,.
CCOC(=O)c1c(NC(=O)c2cccs2)sc(C)c1C,51%[activator],-4,18%,5%,7%,8,1%
Cc1ccc(C(C)C)cc1OCCN1CCCC1,-7%,-7,-4%,1%,13%,-1,0%
CCCC(=O)Nc1ccc(NC(=S)NC(=O)c2cccs2)cc1,-3%,51*,9%,0%,-12%,22,-1%
CCN(c1ccccc1)S(=O)(=O)c1cccc(C(=O)OCc2nc3sc(C)c(C)c3c(=O)[nH]2)c1,?,11,4%,3%,-6%,5,0%
Cc1cc(Cn2nnc3ccccc32)c(O)c(C(C)(C)C)c1,?,.,-2%,0%,12µM*,.,.
Cc1ccc2c(c1)C1CN(C)CCC1N2C(=O)Nc1cccc(Cl)c1 (centres undefined),?,8,-15%,-1%,?,24,2%
O=C1OCCN1C(=O)[C@H]1[C@H](c2ccc(F)cc2)C(c2cccc(Cl)c2)=NN1c1ccc(Br)cc1,.,i,142%[activator],1%,.,-1,.
Cc1cnc(NC(=O)c2ccc(-c3nc4ccccc4s3)o2)s1,11%,60*,87%[activator],2%,0%,11,-3%
Cc1ccc(N(CC(=O)NC2CCCC2)C(=O)CNC(=O)c2cccs2)cc1C,-10%,-11,-25%,-1%,-6%,-4,2%
Cc1ccc2[nH]c(=O)c(COC(=O)c3ccccn3)cc2c1,34%,-7,8%,-8%,8%,0,2%
Cc1cc2sc(NC(=O)c3ccco3)nc2cc1Cl,-28%,79*,-11%,1%,322%[activator],71*,-4%
NC(=O)c1ccc(-n2nnnc2SCC(=O)c2ccc(O)c(O)c2)cc1,?,-16,-2%,-9%,31%[activator],4,-6%
CSc1nc2ncc3c(n2n1)CC(C)(C)CC3=O,4%,-12,-7%,-9%,-4%,11,0%
CCOc1ccc(CCNC(=O)CN2C(=O)NC3(CCc4ccccc43)C2=O)cc1OCC (centres undefined),?,.,13%,2%,?,.,.
CCOC(=O)c1c(C)[nH]c(N=Nc2cc(C(=O)O)cc(C(=O)O)c2)c1C,?,-5,27%,-12%,-8%,-3,13%
CCc1c(C)nc(N2CCN(c3ccc(OC)cc3)CC2)[nH]c1=O,0%,7,-4%,-5%,2%,0,5%
Cc1ccc2c(c1)-c1cc(C)nn1C(c1ccc3c(c1)OCO3)N2 (centres undefined),?,29,7%,0%,-22%,16*,4%
Cc1ccc(C(C(=O)NC(C)(C)C)N(Cc2cccs2)C(=O)c2ccc3c(c2)OCCO3)cc1 (centres undefined),-12%,-9,5%,-4%,?,3,0%
Cc1ccc(S(=O)(=O)NCC(=O)NCC(=O)NC(C)c2ccccc2Br)cc1C (centres undefined),-12%,5,-11%,5%,-15%,-4,-5%
O=S(=O)(NCC(c1ccccc1)N1CCC(O)CC1)c1ccc(Cl)cc1 (centres undefined),-28%,-4,-4%,-4%,2%,-2,-2%
Cc1ccccc1-n1nc2c(c1NC(=O)/C=C\c1ccc3c(c1)OCO3)CSC2,12µM*,-6,-4%,-6%,?,-4,0%
OCCC1CN(Cc2cccn2-c2cccnc2)CCN1CCc1ccccc1 (centres undefined),?,-12,-12%,7%,-6%,0,1%
CCCCNC(=S)NNC(=O)c1ccncc1,41%[activator],-13,47%[activator],-2%,?,-5,-7%
Cc1cc(N2C(=O)C3CCC(c4ccccc4)CC3C2=O)no1 (centres undefined),-3%,-6,-2%,-4%,-3%,0,3%
Cc1c(Cl)cccc1NC(=S)N1CCN(Cc2ccccc2)CC1,44%[activator],-7,-6%,.,45%[activator],-1,1%
CCOC(=O)NC(C)N1C(=O)C2C3C=CC(C3)C2C1=O (centres undefined),4%,11,-4%,3%,18%,-3,2%
CCOC(=O)Cn1cnc(-c2ccc([N+](=O)[O-])cc2)c1,5%,75*,-6%,3%,?,43*,-3%
CCCN(CCC)S(=O)(=O)c1ccc(NS(C)(=O)=O)cc1,8%,-7,-5%,-1%,9%,-1,2%
NCCCC[C@H](N)c1nnc([C@H](CC(=O)O)NC(=O)C2CCNCC2)o1,17%,-11,134%[activator],-7%,65%[activator],7,-2%
COc1cc(CNC2CCCC2)cc(OC)c1OC,?,-20,-2%,1%,1%,-8,0%
O=C1c2ccccc2C(Nc2ccc(S(=O)(=O)N3CCOCC3)cc2)N1c1ccccn1 (centres undefined),7.4µM*,-8,18%,-11%,.,-2,1%
Cn1cnc(S(=O)(=O)Nc2ccc(Cl)c(C(F)(F)F)c2)c1,29%,-15,0%,1%,17%,-4,-3%
Cc1c(O)c2c3c(cccc3c1O)C(=O)N(c1ccccc1)C2=O,10µM*,-6,1%,-5%,?,-3,4%
